Source: PubChem BioAssay (several laboratories)
mABHD4 FP = ABHD4 inhibitors, primary screen, biochemical, fluorescence polarization, mouse; (Lyso)-N-acylphosphatidylethanolamine lipase (Mus musculus), Q8VD66; purified mABHD4, FP-Rh probe fluorescence polarization; inhibition, % at 8.92 µM; 370,000 tested, 0.54% active; AID 720543, 2013;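 active means inhibition exceeding the mean over every tested compound plus 3 SD, cut at about 30% in these data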;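 further: 0% = plate median of compound wells and 100% = S159A mutant with DMSO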
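Assay system: wild-type mouse ABHD4 protein; compound: single nominal dose of 8.92 µM, 0.89% DMSO final; schedule: 45 min + 60 min at 25 °C; measured by: FP readout, ex 525 nm / em 598 nm; evaluation: % inhibition of FP-Rh probe binding versus controls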
SMARCA2 act = SMARCA2 (BRM) function activators, primary screen, cell-based, luminescence, high throughput | MG213 cells, MMTV-luciferase reporter, dexamethasone, overnight | activation, % at 9.1 µM | 370,000 tested, 1% active; in the data active means activation above about 7.8%;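 further: 0% = vehicle wells and 100% = reference activator wells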
HTRA1 inh = HTRA1 serine protease inhibitors, primary screen, biochemical, fluorescence polarization, HTS | Q92743 | recombinant HTRA1, FP-rhodamine activity-based probe | inhibition, % at 5.96 µM | 340,000 tested, 0.5% active; in the data active means inhibition above about 36%;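 further: 0% = enzyme with DMSO and 100% = wells lacking enzyme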
rCAG RNA binder = binders of r(CAG) RNA repeats, primary screen, biochemical, fluorescence | r(CAG) RNA repeat, TO-PRO-1 dye displacement fluorescence | inhibition, % at 3 µM | 370,000 tested, 1.3% active | AID 651821, 2012;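 active means inhibition above the plate cutoff, the mean of all test compounds on that plate plus 3 SD, cut at about 35% in these data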;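 further: 0% = DMSO alone and 100% = 100 µM mitoxantrone as full dye displacement; higher means more dye released from RNA so lower well fluorescence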
PG9 Ab binder = binders of HIV-1 gp120 antibody PG9, primary screen, biochemical, TR-FRET; HIV-1 gp120 / PG9 antibody interaction; TR-FRET gp120-PG9 antibody binding; inhibition, % at 6.7 µM; 360,000 tested, 0.43% active; AID 624416, 2012; in the data active means inhibition above about 8.5%
NR1D1 modulator = modulators of Rev-erb alpha DNA binding, primary screen, biochemical, FITC-DNA, fluorescence polarization, uHTS | Nuclear receptor subfamily 1 group D member 1 (Homo sapiens), P20393 | Rev-erbα–FITC-DNA binding, 90 min | activity, % at 10 µM | 370,000 tested, 0.79% active;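 active means activity above about 14%, limit read from the data; passing the limit was not always enough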;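 further: 0% = DMSO wells with 35 nM protein and 100% = DMSO wells with 750 nM protein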
NPR2 activator = human GC-B receptor activators, primary screen, HEK293 GC-B cells, cGMP TR-FRET, EC30 CNP; 0% at EC30 CNP, 100% saturating CNP; activation, % at 10 µM; 370,000 tested, 0.11% active; AID 1920062, 2024;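 active means activation at 10 µM reaching about 35% in either raw or pattern-adjusted values, limit read from the data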
ARFGAP1 inhibitor = inhibitors of rat ARFGAP1 GAP activity, primary screen, biochemical, fluorescence polarization, GDP tracer; ADP-ribosylation factor GTPase-activating protein 1 (Rattus norvegicus), Q62848; AID 651572, 2012; Arfgap1-stimulated ARF1 GTP hydrolysis, GDP FP detection; inhibition, % at 16.5 µM; 360,000 tested, 0.26% active;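 active means inhibition above a per-plate limit, mean inhibition of low control wells plus 3 SD, cut at about 25% in these data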;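 further: 0% = DMSO wells with enzyme and 100% = wells lacking Arfgap1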
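Repeats: one replicate per compound; assay system: rat Arfgap1 catalytic domain, aa 1-136; times: enzyme reaction 120 min at 25 °C after 20 min preincubation; detection: FP of antibody-bound GDP Alexa 633 tracer, ex 620/em 688 nm; benchmarks: high control wells lacking Arfgap1, low control full reaction with DMSO; reagent: human ARF1(Δ1-17)-GTP substrate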
NPR1 activator = GC-A stimulated cGMP production enhancers – HEK293 GC-A cells, cGMP TR-FRET, EC30 ANP, primary screen | Atrial natriuretic peptide receptor 1 (Homo sapiens), P16066 | 0% at EC30 ANP, 100% saturating ANP | activation, % at 10 µM | 370,000 tested, 0.14% active | AID 1671463, 2021; in the data active means activation above about 40%
Target sequence (P16066 whole entry, looked up): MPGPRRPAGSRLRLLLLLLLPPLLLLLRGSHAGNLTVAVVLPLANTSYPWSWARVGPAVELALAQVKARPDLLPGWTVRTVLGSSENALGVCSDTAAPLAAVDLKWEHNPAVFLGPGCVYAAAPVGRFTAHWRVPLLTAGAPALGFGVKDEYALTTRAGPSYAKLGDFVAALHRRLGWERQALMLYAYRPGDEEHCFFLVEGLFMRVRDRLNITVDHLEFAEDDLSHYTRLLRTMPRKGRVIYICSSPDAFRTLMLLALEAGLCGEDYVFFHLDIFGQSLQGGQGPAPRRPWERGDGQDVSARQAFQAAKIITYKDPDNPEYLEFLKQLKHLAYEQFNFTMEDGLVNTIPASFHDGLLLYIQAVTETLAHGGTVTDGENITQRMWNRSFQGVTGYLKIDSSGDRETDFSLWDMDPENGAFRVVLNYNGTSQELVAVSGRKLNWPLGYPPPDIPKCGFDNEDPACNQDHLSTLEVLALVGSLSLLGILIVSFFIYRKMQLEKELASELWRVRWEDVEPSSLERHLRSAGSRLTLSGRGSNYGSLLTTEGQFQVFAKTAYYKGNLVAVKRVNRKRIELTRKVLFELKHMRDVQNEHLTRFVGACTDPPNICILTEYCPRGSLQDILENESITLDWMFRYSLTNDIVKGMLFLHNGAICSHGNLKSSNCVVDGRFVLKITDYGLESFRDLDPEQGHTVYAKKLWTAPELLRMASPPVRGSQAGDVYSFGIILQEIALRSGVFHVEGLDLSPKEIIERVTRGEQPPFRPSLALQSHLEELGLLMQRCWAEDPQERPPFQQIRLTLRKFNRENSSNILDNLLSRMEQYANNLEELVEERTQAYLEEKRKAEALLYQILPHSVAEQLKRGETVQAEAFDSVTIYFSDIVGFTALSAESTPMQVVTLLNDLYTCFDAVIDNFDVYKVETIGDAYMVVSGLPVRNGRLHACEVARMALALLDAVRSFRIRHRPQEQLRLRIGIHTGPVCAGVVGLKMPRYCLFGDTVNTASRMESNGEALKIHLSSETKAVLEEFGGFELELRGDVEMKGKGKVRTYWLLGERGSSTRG
ASAP1 GAP inh = inhibitors of human ASAP1 ArfGAP activity, primary screen, biochemical, fluorescence polarization; Arf-GAP with SH3 domain, ANK repeat and PH domain-containing protein 1 (Homo sapiens), …; ASAP1-stimulated ARF1 GTP hydrolysis, GDP FP detection; inhibition, % at 16.5 µM; 360,000 tested, 0.19% active; AID 624377, 2012; in the data active means inhibition above about 25%;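 further: 0% = vehicle with enzyme and substrate and 100% = no enzyme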
The depositor's hits bear a star; · = not tested or not shown. An unsorted share of the library; any-hit rate near 4.4%.

SMILES	mABHD4 FP	SMARCA2 act	HTRA1 inh	rCAG RNA binder	PG9 Ab binder	NR1D1 modulator	NPR2 activator	ARFGAP1 inhibitor	NPR1 activator	ASAP1 GAP inh
N#C/C(=C1/C(=O)Nc2ccc(Br)cc21)c1ccccn1	6	-5	10	6	-2.7	4	-8	0	-1	-5
CCC(=O)c1cc2c(cc1NC(=O)C(C)C)OCCO2	5	-1	3	-6	0.1	0	2	8	1	-1
COc1ccccc1CNS(=O)(=O)c1ccc(-n2cccn2)cc1	-12	-1	-2	0	-3.5	4	6	1	-2	1
CCC(C)NC(=O)CSC1=Nc2ccccc2C2=NC(CC(=O)NCc3ccc(F)cc3)C(=O)N12 (configuration not stated)	3	-1	2	0	-2.1	-1	2	19	-2	-11
Cc1cc(SCc2c(F)cccc2Cl)nc(=O)[nH]1	1	-2	1	2	-2.3	-7	-11	10	0	-3
Cc1ccc(S(=O)(=O)NCc2ccccn2)c(C)c1	-2	-1	16	-3	-1.9	4	3	7	0	6
CCOc1ccc(CCN2C(=S)N([C@@H](Cc3ccccc3)CN3CCC[C@@H]3CN3C(=S)NC[C@@H]3Cc3ccc(O)cc3)C[C@@H]2CC(C)C)cc1	-12	1	·	11	-0.5	-9	3	10	-4	7
CC(C(=O)NCc1ccco1)c1ccc([N+](=O)[O-])cc1 (configuration not stated)	4	-1	-4	-3	2.5	1	-4	5	3	-20
CC(C)NC(=O)NC(=O)COC(=O)Cc1ccsc1	-9	-1	-3	4	0.2	2	4	8	6	1
Cc1ccc(C)c(Oc2nnnn2-c2ccccc2)c1	2	-4	-9	-1	2.1	8	-6	5	5	-2
CC(Sc1cnc2ccccc2n1)C(=O)O (configuration not stated)	-3	-2	1	-2	13*	8	11	2	18	-6
O=C(NCc1ccncc1)c1ccc(Br)cc1	8	3	3	0	0.7	-8	5	-5	5	-3
C=C1c2cc(CC)ccc2NC(=O)N1c1ccc(C)cc1	2	0	-13	7	-1.4	-6	-4	-5	2	0
COc1ccc(C2CC(c3ccccc3)=NN2C(=O)CN2N=NC3C(=O)N(c4cccc(F)c4)C(=O)C32)cc1 (configuration not stated)	-24	-3	-28	27	-1.8	1	2	2	4	-1
NC(N)=NN=C1CCC(c2ccccc2)CC1 (configuration not stated)	2	0	-3	0	-2.0	1	1	0	2	7

Whole records as entered above. Values in the order: mABHD4 FP, SMARCA2 act, HTRA1 inh, rCAG RNA binder, PG9 Ab binder, NR1D1 modulator, NPR2 activator, ARFGAP1 inhibitor, NPR1 activator, ASAP1 GAP inh
Profile of CC(C)NC(=O)NC(=O)COC(=O)Cc1ccsc1 → -9, -1, -3, 4, 0.2, 2, 4, 8, 6, 1
Profile of O=C(NCc1ccncc1)c1ccc(Br)cc1 → 8, 3, 3, 0, 0.7, -8, 5, -5, 5, -3

Reprinted at random: 5 records from the list
SMILES	mABHD4 FP	SMARCA2 act	HTRA1 inh	rCAG RNA binder	PG9 Ab binder	NR1D1 modulator	NPR2 activator	ARFGAP1 inhibitor	NPR1 activator	ASAP1 GAP inh
CC(C(=O)NCc1ccco1)c1ccc([N+](=O)[O-])cc1 (configuration not stated)	4	-1	-4	-3	2.5	1	-4	5	3	-20
CCC(C)NC(=O)CSC1=Nc2ccccc2C2=NC(CC(=O)NCc3ccc(F)cc3)C(=O)N12 (configuration not stated)	3	-1	2	0	-2.1	-1	2	19	-2	-11
Cc1cc(SCc2c(F)cccc2Cl)nc(=O)[nH]1	1	-2	1	2	-2.3	-7	-11	10	0	-3
CCOc1ccc(CCN2C(=S)N([C@@H](Cc3ccccc3)CN3CCC[C@@H]3CN3C(=S)NC[C@@H]3Cc3ccc(O)cc3)C[C@@H]2CC(C)C)cc1	-12	1	·	11	-0.5	-9	3	10	-4	7
COc1ccccc1CNS(=O)(=O)c1ccc(-n2cccn2)cc1	-12	-1	-2	0	-3.5	4	6	1	-2	1

The list continues.
SMILES	mABHD4 FP	SMARCA2 act	HTRA1 inh	rCAG RNA binder	PG9 Ab binder	NR1D1 modulator	NPR2 activator	ARFGAP1 inhibitor	NPR1 activator	ASAP1 GAP inh
NS(=O)(=O)c1ccc(NCCCn2ccnc2)c([N+](=O)[O-])c1	-1	-3	2	-2	0.2	-1	7	-5	4	-5
COC(=O)c1[nH]c2cc(OC)ccc2c1NC(=O)c1nonc1C	1	-1	3	3	-1.3	2	1	9	4	1
CCOc1ccc(NC(=O)CN(C)C(=O)C2CC(=O)N(c3ccc4c(c3)OCCO4)C2)cc1OCC (configuration not stated)	5	6	4	-3	-1.9	-1	-1	-1	2	1
CCCCCNC(=O)c1cc(S(=O)(=O)N2CCCCC2)ccc1F	-2	2	0	-1	-0.7	-2	0	6	2	19
CN(C)CCNc1ncnc2c1ncn2[C@H]1CN(Cc2ccc(F)cc2)C[C@@H](CO)O1	-2	-4	·	0	0.0	8	5	-5	3	1
Cc1ccccc1OCC(=O)Nc1cccc(S(=O)(=O)NC2=NCCCCC2)c1	2	-2	-5	-6	0.4	-3	0	7	0	3
O=C(CSC1c2ccccc2C(=O)N1c1ccccc1)N1CCOCC1 (configuration not stated)	-3	2	2	-5	1.7	3	-4	-10	-3	3
CC(C)c1cc(Cn2c3ccccc3c(=O)n2C(C)Cn2cc(-c3ccc(C(C)(C)C)cc3)nn2)on1 (configuration not stated)	6	-3	·	2	-0.1	-3	5	4	1	-9
O=C(CCS(=O)(=O)c1cccs1)Nc1ccc(C(=O)NCc2ccc(F)cc2)cc1	-18	-3	-7	7	-3.1	10	-5	14	0	-2
Nc1nnn(Cc2ccccc2)n1	-1	-1	3	1	1.9	-3	-1	-2	-2	3
COc1ccc(CCNC(=O)C2CCN(C(=O)c3ccc(Cl)cc3)CC2)cc1OC	7	-3	13	-7	-1.8	-6	-5	15	-1	-7
CSC1=NS(=O)(=O)c2c(C)nn(C)c2S1	11	-1	5	-3	2.5	-8	3	8	15	-3
Cc1ccc(COC(=O)c2cc(S(=O)(=O)N3CCOCC3)ccc2C)cc1	-13	4	-19	-2	-0.7	5	5	3	3	-8
O=C(CC1SCCNC1=O)Nc1ccccc1Cl (configuration not stated)	-4	0	4	-1	0.4	-6	-3	0	0	0
O=C(N/N=C/c1ccccn1)c1cccc(NC(=O)c2ccccc2Cl)c1	-18	-1	-10	0	-0.2	-7	0	3	2	-13
CCNC(=O)/N=C1/NC(=O)C(C(C)C)O1 (configuration not stated)	-2	-1	-5	1	-1.0	0	0	1	6	14
O=C(CCC(=O)NC1CCCCCC1)Nc1nnc(C(F)(F)F)s1	-2	0	1	0	-1.9	1	1	9	0	-5
COc1ccc(C)cc1NC(=O)c1ccccc1NS(=O)(=O)c1ccc(Cl)s1	-23	-6	-23	90*	0.1	3	-2	-5	-1	6
O=C(Nc1ccc2nc(C3CC3)n(Cc3ccc(F)cc3)c(=O)c2c1)c1ccco1	-20	-2	-59	2	0.7	1	8	-14	5	4
CC(C)CC(=O)Nc1nc2ccc(S(=O)(=O)N3CCOCC3)cc2s1	0	-2	0	6	0.6	3	-6	8	-3	8
COC(=O)c1cccc(N2C(=O)C[C@](Sc3ccc(C)cc3)(C(=O)OC)[C@H]2c2ccccc2)c1	-12	-2	·	5	-0.1	8	2	3	-7	-1
COC(=O)c1sccc1NC(=O)CN(C)NS(=O)(=O)c1ccc(F)cc1	4	1	2	4	-0.8	-3	-3	-10	-2	-3
CC1=C(C(=O)N(C)C)CC(CC(=O)NCC2CCCCC2)C(=O)N1Cc1ccccc1 (configuration not stated)	-1	-2	8	-1	-1.1	2	1	5	2	-2
COc1ccccc1CNC(=O)C1CCC(CNS(=O)(=O)c2cccs2)CC1 (configuration not stated)	-3	2	2	-1	-0.5	-2	3	-2	-1	19
CN(C)c1nc(OCCNC(=O)Nc2ccccc2)nc(N(C)C)n1	-9	-1	-3	-4	0.7	-7	-23	6	-6	-9
Cc1cccc(C(C)C)c1-n1nnnc1-c1ccccc1	-2	-4	-36	-7	0.0	4	6	-6	-4	-8
NC(=O)c1ncn([C@@H]2O[C@H](CNCc3cnc(N4CCOCC4)nc3)[C@@H](O)[C@H]2O)n1	-1	-2	10	0	1.1	8	-1	-3	3	0
O=C(Nc1ccc(C(=O)NCc2ccccc2)cc1)C1=CSCCO1	-3	0	-8	-1	0.1	2	-3	-6	-2	1
Cc1ccc(C(=O)N2CCC(C(=O)c3ccc(F)cc3)CC2)cc1	4	-3	-10	-7	-0.9	0	0	11	3	13
COc1cc(/C=C/C(=O)c2ccc(O)cc2)ccc1OCC#N	-9	1	-6	9	0.8	3	-8	2	-5	0

Compounds shown so far containing a nitro group on carbon, in the order listed:
SMILES	mABHD4 FP	SMARCA2 act	HTRA1 inh	rCAG RNA binder	PG9 Ab binder	NR1D1 modulator	NPR2 activator	ARFGAP1 inhibitor	NPR1 activator	ASAP1 GAP inh
CC(C(=O)NCc1ccco1)c1ccc([N+](=O)[O-])cc1 (configuration not stated)	4	-1	-4	-3	2.5	1	-4	5	3	-20
NS(=O)(=O)c1ccc(NCCCn2ccnc2)c([N+](=O)[O-])c1	-1	-3	2	-2	0.2	-1	7	-5	4	-5

Taken from above (2 entries):
SMILES	mABHD4 FP	SMARCA2 act	HTRA1 inh	rCAG RNA binder	PG9 Ab binder	NR1D1 modulator	NPR2 activator	ARFGAP1 inhibitor	NPR1 activator	ASAP1 GAP inh
CCNC(=O)/N=C1/NC(=O)C(C(C)C)O1 (configuration not stated)	-2	-1	-5	1	-1.0	0	0	1	6	14
O=C(CCC(=O)NC1CCCCCC1)Nc1nnc(C(F)(F)F)s1	-2	0	1	0	-1.9	1	1	9	0	-5

(next part)
SMILES	mABHD4 FP	SMARCA2 act	HTRA1 inh	rCAG RNA binder	PG9 Ab binder	NR1D1 modulator	NPR2 activator	ARFGAP1 inhibitor	NPR1 activator	ASAP1 GAP inh
COc1ccccc1N1CCN(C(c2ccccc2)c2nnnn2CCc2ccccc2)CC1 (configuration not stated)	-2	2	3	-4	-2.6	0	-7	3	-12	-10
CN1OC[C@@H]2CN[C@H](c3cccc(-c4cc(Cl)cc(Cl)c4)c3)C[C@@H]21	-2	3	-6	7	-1.9	2	2	-8	-13	5
Cc1cc(NC(=O)CS(=O)(=O)c2cn(Cc3cccc(Br)c3)c3ccccc23)no1	-30	-5	·	6	-0.3	9	-12	1	-7	12
Cc1cccc(C)c1NC(=O)c1cnn(-c2ccccc2)c1C	-3	-2	-1	-4	2.7	1	-3	-11	-2	1
